GPR55 antagonists = inhibition of LPI-stimulated GPR55 beta-arrestin translocation – imaging, U2OS, beta-arrestin-GFP, LPI agonist, primary screen (AID 2013). U2OS GPR55 beta-arrestin-GFP translocation imaging, LPI antagonism; higher % means a stronger effect. inhibition, % at 10 µM, or IC50 in µM where a hit was titrated. 290,000 tested, 0.13% active;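 active = spots per cell inhibited over 60%, with over 100 cells counted and total cytoplasm intensity under 500,000; inconclusive = wells with under 100 cells, flagged as likely toxic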;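 note: U2OS cells stably carrying GPR55 and arrestin-GFP stimulated by 5 µM LPI near EC80; imaged beta-arrestin-GFP aggregate spots per cell after agonist stimulation; plate controls were LPI-stimulated DMSO wells for no effect and DMSO wells without LPI for full effect; some results filed as inactive read as strong as hits; confirmed hits need IC50 under 10 µM and bright autofluorescent wells are also inconclusive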
NS5 inhibitors = flavivirus cap methylation enzyme inhibition – biochemical, confirmation dose response, primary screen (AID 588689). Dengue-2 NS5 methyltransferase capping enzyme assay, biochemical; higher % means a stronger effect. inhibition, % at 25 µM; hits with a dose series show IC50 in µM. 340,000 tested, 0.3% active; in the data active = a potency from the dose series; inconclusive = inhibition above about 29% without an active follow-up result
GPR35 antagonists = inhibition of zaprinast-stimulated GPR35 beta-arrestin translocation – imaging, U2OS, beta-arrestin-GFP, zaprinast agonist, primary screen (AID 2058) | U2OS GPR35 beta-arrestin-GFP translocation imaging, zaprinast antagonism; higher % means a stronger effect | one-dose inhibition, % at 10 µM; IC50 in µM for titrated hits | 290,000 tested, 0.052% active;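 active = inhibition of at least 50% with at least 30 cells and total cytoplasm GFP at most 10,000,000; inconclusive = under 30 cells or total GFP of 10,000,000 plus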
RSV CPE inhibition = inhibition of RSV-induced cytopathic effect – HEp-2 cells, primary 10 µM value included (AID 2391); HEp-2 cells, RSV-induced CPE inhibition; higher % means a stronger effect; CPE inhibition, % at 10 µM, or IC50 in µM where a hit was titrated; 310,000 tested, 0.13% active; in the data active = a potency from the dose series; inconclusive = CPE inhibition mostly from about 23% at the one dose, without a potency; inactive = the rest, 99 in 100 with CPE inhibition below about 21%; note: strong numbers were not always called active
PhoP inhibition = inhibitors of PhoP regulon expression, primary screen, Salmonella Typhimurium, GFP reporter (AID 1863); S. Typhimurium PhoP-regulated promoter GFP reporter, 4 h; higher % means a stronger effect; inhibition, % at 50 µM, or IC50 in µM where a hit was titrated; 300,000 tested, 0.16% active;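 active = inhibition over 29.93%, a cutoff 3 SD above the screen mean, later confirmed by dose response; inconclusive = inhibition over 29.93% but no dose response follow-up; inactive = inhibition at most 29.93% or unconfirmed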;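 note: 0% = low Mg2+ inducing control and 100% = high Mg2+ repressing control; strong numbers were not always called active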
Large T inhibition = TAg ATPase/helicase activity blockers – biochemical (AID 1903); SV40 large T antigen ATPase/helicase inhibition assay; higher % means a stronger effect; inhibition, % at 20 µM, or IC50 in µM where a hit was titrated; 310,000 tested, 0.39% active; in the data active = a potency from the dose series; inconclusive = inhibition mostly from about 32% at the one dose, without a potency; inactive = the rest, 99 in 100 with inhibition below about 32%; note: strong numbers were not always called active
HIV fusion peptide = cell-free HIV fusion peptide-binding blockers – biochemical, uHTS, fluorescence dequenching, primary screen (AID 1986) | 290,000 tested, 0.3% active | cell-free peptide binding, fluorescence dequenching, 30 min; higher % means a stronger effect | inhibition, % at 20 µM; hits with a dose series show IC50 in µM; in the data active = inhibition mostly above about 52%, no sharp cut-off; inactive = mostly below about 76%; note: some results filed as inactive read as strong as hits
UTI89 phage lysis = protection from phage-mediated lysis, alamar blue read-out – E. coli UTI89, K1F phage, bacterial capsule biogenesis inhibitors (AID 488966); 340,000 tested, 0.02% active; inhibition, % at 100 µM; hits with a dose series show IC50 in µM; E. coli UTI89 K1F phage lysis, alamar blue, 2 h; higher % means a stronger effect;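 active = phage lysis inhibition, versus mean bacterial control, above a set limit; inconclusive = no clear call, values can overlap the other calls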;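 note: capsule biogenesis inhibitors block K1F phage lysis so surviving cells raise fluorescence; higher fluorescence means more inhibition of phage lysis; actives were called in the ten point dose series up to 300 µM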
MgcRacGAP inhibition = MgcRacGAP GTPase-activating activity inhibitors, confirmation, biochemical, ADP Hunter fluorescence; MgcRacGAP-stimulated Rac1 GTP hydrolysis, ADP Hunter fluorescence; higher % means a stronger effect; GST-tagged Rac1 F28L mutant substrate; one-dose inhibition, % at 30 µM; IC50 in µM for titrated hits; 340,000 tested, 0.6% active; AID 624330;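 active = first-screen hits whose inhibition reached a set limit at any dose in the follow-up dose series; inconclusive = inhibition above the set first-screen limit but never retested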;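 note: fluorescence reports GDP produced by GAP-driven GTP hydrolysis; strong numbers were not always called active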
* hit, by the source's call; ? = inconclusive; . = no result given; [ ] = another dose, or the depositor's remark.

SMILES	GPR55 antagonists	NS5 inhibitors	GPR35 antagonists	RSV CPE inhibition	PhoP inhibition	Large T inhibition	HIV fusion peptide	UTI89 phage lysis	MgcRacGAP inhibition
CCOC(=O)C1CCCN(C(=O)c2ccc(Cl)cc2)C1 (centres undefined)	1%	-3%	8%	0.0%	-1%	4%	-1.1%	-3.0%	-5%
COCCn1nnnc1C(c1ccc(C)cc1)N1CCN(Cc2ccc3c(c2)OCO3)CC1 (centres undefined)	11%	-1%	7%	.	5%	1%	1.6%	0.3%	7%
O=C(N/N=C/c1ccccc1)c1[nH]c2ccc(Br)cc2c1-c1ccccc1	-13%	-6%	-4%	-0.5%	-13%	2%	-1.1%	0.1%	14%
Cc1ccc(-n2ncc3c(=O)n(CC(=O)N4CCCCCC4)cnc32)cc1	27%	2%	2%	0.2%	-11%	?	0.6%	0.0%	6%
CCCC(C)C(=O)Nc1ccc(Cl)cc1Cl (centres undefined)	9%	-1%	6%	1.0%	-7%	7%	2.8%	0.2%	3%
Oc1cccc(Nc2nc(-c3ccccc3Cl)nc3ccccc23)c1	5%	2%	-1%	39%	-2%	7%	-1.5%	0.0%	10%
c1ccn2cc(CSc3nnc4ccccn34)nc2c1	13%	-3%	14%	1.5%	12%	6%	6.8%	0.8%[50 µM]	3%
CC(C)n1c(=S)[nH]c2c1c(=O)[nH]c(=O)n2C	2%	-26%	19%	1.5%	3%	54%	-1.4%	0.1%	?
COc1ccc(/C=N/Nc2nc(N)cc(Cl)n2)cc1OC	7%	1%	4%	14%	1%	15%	0.2%	0.0%	17%
O=C(CN1C(=O)C2CC=CCC2C1=O)OCc1cc(=O)n2cc(Br)ccc2n1 (centres undefined)	11%	3%	4%	-0.6%	4%	6%	-0.3%	0.1%	7%
CCCc1nnc(NC(=O)CS(=O)(=O)c2ccc(C)cc2)s1	-11%	-2%	-9%	-0.5%	0%	4%	1.4%	0.9%	0%
Cc1[nH]c(=O)[nH]c(=O)c1/C=N/NC(=O)CCCCCNC(=O)OC(C)(C)C	2%	6%	-12%	-0.2%	4%	6%	-1.4%	0.1%	-1%
O=C(CN(CC1CCCO1)C(=O)CNS(=O)(=O)c1ccc(F)cc1)NCc1ccc(F)cc1 (centres undefined)	8%	0%	-15%	1.2%	10%	2%	-1.5%	0.6%	7%
Cc1c(NC(=O)Nc2ccc3c(c2)OCO3)c(=O)n(-c2ccccc2)n1C	0%	-3%	11%	-0.5%	7%	4%	-0.4%	0.7%	7%
O=C(Cc1cccs1)NCCn1ccc2ccccc21	12%	0%	-13%	0.3%	2%	2%	-0.2%	2.2%	4%
Oc1c(CN2CCc3ccccc3C2)cc(Cl)c2cccnc12	-6%	-2%	25%	-2.3%	22µM*	12%	0.4%	2.1%	11%
C=CCNC(=S)NNC(=O)c1ccccc1	1%	4%	-13%	1.9%	12%	8%	-2.8%	0.1%	9%
CCc1cc(Cn2nc(-c3ccccc3)cc2C(=O)NCC2CC2)on1	.	1%	.	3.1%	-3%	2%	.	-0.7%	12%
CCCCC(C(=O)NC1CCCC1)N(Cc1ccccc1)C(=O)c1snc(C(N)=O)c1N (centres undefined)	-3%	-2%	4%	1.5%	0%	23%	-0.3%	0.4%	0%
O=C(N/N=C/C(Cl)=C/c1ccccc1)c1ccc2c(c1)OCO2	.	0%	.	0.3%	.	.	.	0.1%[50 µM]	13%
CC(=O)N1CCN(c2ccc(NCc3ccc(C)s3)cc2)CC1	2%	8%	5%	1.4%	9%	3.5µM*	0.3%	-1.2%	30%
CC1CCCC(NC(=O)CCC(=O)N2CCOc3ccccc32)C1C (centres undefined)	-8%	19%	16%	.	0%	6%	-0.4%	0.2%	2%
CCN1CCN(S(=O)(=O)c2ccc(Cl)c(C(=O)Nc3ccccc3N3CCOCC3)c2)CC1	.	4%	.	-2.6%	-4%	17%	.	1.7%[50 µM]	4%
CC(=O)n1cc([C@@H]2C=C(C(=O)Nc3ccccc3)O[C@H](OCCCCO)C2)c2ccccc21	-10%	-8%	-8%	14%	-10%	12%	0.5%	0.6%	3%
Cc1cc(C)nc(NS(=O)(=O)c2ccc(NC(=O)C3CC3)cc2)n1	0%	7%	1%	2.0%	7%	3%	-0.3%	-0.3%	-1%

Next section
SMILES	GPR55 antagonists	NS5 inhibitors	GPR35 antagonists	RSV CPE inhibition	PhoP inhibition	Large T inhibition	HIV fusion peptide	UTI89 phage lysis	MgcRacGAP inhibition
Cc1onc(-c2ccccc2Cl)c1C(=O)OCc1nnc(-c2ccccc2)o1	.	-16%	.	13%	2%	6%	.	-1.0%	1%
CC(=O)Nc1ccc(CN2CCN(C3CCCCC3)C(CCO)C2)cc1 (centres undefined)	6%	2%	-12%	2.0%	0%	16%	0.1%	0.1%	10%
Cc1ccc(/C=N/NC(=O)c2cccc3ccccc23)o1	-3%	2%	-2%	3.4%	-3%	25%	-0.6%	-0.2%	4%
Cc1ccc(S(=O)(=O)Nc2cccc(NC(=O)CN3CCCCC3)c2)cc1	18%	0%	-4%	-1.3%	15%	-1%	0.4%	-0.3%	7%
CCN1CCN(c2ncnc3c2sc(=S)n3-c2ccccc2)CC1	7%	-5%	-8%	-1.0%	-3%	3%	0.7%	4.5%	-5%
COc1ccc(CCN=C(N)NS(=O)(=O)c2cc(F)ccc2OC)cc1	2%	-1%	7%	3.1%	-3%	6%	1.7%	-0.1%	5%
CCCCN(CCO)CCCC	.	-8%	.	1.8%	.	.	.	-0.3%	8%
Cn1cnnc1SCc1ccc(C(=O)O)cc1	-2%	-2%	9%	1.1%	11%	10%	3.2%	1.0%	8%
C=C(C)C1Cc2c(C)nn(-c3ccccc3)c2C1 (centres undefined)	-4%	2%	3%	1.9%	3%	2%	2.2%	1.0%	13%
O=C(c1ccc(OCC2CCCO2)cc1)N1CCN(c2ccccc2)CC1 (centres undefined)	10%	-1%	-6%	1.5%	7%	-4%	-1.1%	0.5%	-8%
CCC(C(=O)OCC(=O)NC(=O)c1ccccc1)c1ccccc1 (centres undefined)	.	-5%	.	-1.0%	5%	8%	.	0.5%[50 µM]	5%
CSc1nc2ccccc2n1CC(=O)N1CCCCC1	-3%	5%	6%	0.5%	-5%	-6%	-3.5%	0.3%	1%
Cc1cccc(CCN2CCN=C2N(C)C)c1	.	-5%	.	1.4%	-23%	3%	.	2.5%	5%
COc1ccc(NS(=O)(=O)Cc2ccccc2)cc1OC	-10%	0%	-15%	-0.5%	7%	2%	-0.9%	6.6%	11%
CCC(c1ccc(O)cc1)C(CC)c1ccc(O)cc1 (centres undefined)	.	-4%	.	3.4%	7%	22%	.	-8.0%	11%
O=C(COC(=O)c1ccc(S(=O)(=O)Nc2ccccc2)cc1)NCC1CCCO1 (centres undefined)	8%	3%	0%	1.6%	.	7%	-1.5%	-0.6%[50 µM]	15%
COc1ccc(Cn2nnnc2C(c2ccc3ncccc3c2)N2CCN(C3CCCCC3)CC2)cc1 (centres undefined)	13%	-5%	0%	-2.7%	-3%	12%	-0.9%	0.2%	5%
COC(=O)c1cc(Cl)c(NC(=O)C(C)C)cc1OC	10%	1%	2%	1.2%	10%	7%	1.1%	-0.4%	-5%
CCCC/C(C)=N\NC(=O)CNS(=O)(=O)c1ccc([N+](=O)[O-])cc1	-3%	-3%	-1%	0.7%	2%	-1%	-1.0%	-0.3%	10%
CCc1ccc(NS(=O)(=O)c2cccc3nonc23)cc1	7%	10%	8%	1.1%	0%	4%	1.7%	-1.3%	3%
O=C(COc1cc2oc(=O)c3c(c2cc1Cl)CCC3)NCC(O)c1ccccc1 (centres undefined)	1%	-4%	25%	1.5%	6%	-2%	-1.8%	0.3%	10%
CCOC(=O)c1ccc(N2C(=O)C(O)=C(C(C)=O)C2c2ccccc2)cc1 (centres undefined)	8%	-12%	-4%	-0.3%	2%	20%	6.4%	0.3%	1%
Cc1nnc(SCC(=O)N2CCC(C(N)=O)CC2)s1	4%	1%	5%	0.9%	-16%	7%	1.8%	0.1%	13%
C=CCc1cccc2cc(C(=O)N3CCN(C(=O)c4ccccc4)CC3)c(=O)oc12	1%	-5%	5%	0.4%	3%	4%	3.4%	-0.7%	5%
COc1ccccc1OC(C)C(=O)Nc1ccc(S(=O)(=O)N2CCN(C)CC2)cc1 (centres undefined)	5%	2%	7%	-0.2%	-2%	-1%	0.8%	0.2%	1%

Remaining list, next part
SMILES	GPR55 antagonists	NS5 inhibitors	GPR35 antagonists	RSV CPE inhibition	PhoP inhibition	Large T inhibition	HIV fusion peptide	UTI89 phage lysis	MgcRacGAP inhibition
O=C(NCC(c1ccco1)N1CCCCC1)c1cccc(S(=O)(=O)Nc2ccccc2Cl)c1 (centres undefined)	9%	1%	-6%	0.0%	4%	-3%	0.0%	0.0%	1%
Cc1cccc(NC(=S)Nc2cccc(C(F)(F)F)c2)n1	-1%	-4%	-8%	3.5%	9%	1%	-0.4%	0.3%	11%
COCCSc1ccccc1C(=O)Nc1ccc(S(=O)(=O)N2CCOCC2)cc1	3%	-1%	8%	1.0%	-2%	1%	0.1%	0.0%	-3%
S=c1[nH]c(-c2ccccc2)cs1	7%	3%	-2%	2.9%	-9%	26%	2.0%	-1.8%	-49%
CC(C)c1ccc(OCC(=O)NC(=S)Nc2ccc3c4c(cccc24)CC3)cc1	11%	-9%	-16%	1.4%	-5%	7%	-0.1%	0.1%	8%
NC1=NC(=O)/C(=C/c2cn(CCC(=O)O)nc2-c2ccc(F)cc2)S1	12%	-15%	0%	0.7%	14%	12%	1.0%	0.2%	7%
CCCN1C2CCCC1CC(NC(=S)Nc1cccc(C)c1C)C2 (centres undefined)	5%	0%	-8%	2.3%	0%	3%	-0.5%	0.2%	12%
Cc1ccccc1-c1cccc([C@@H]2C[C@H]3CN(Cc4cccnc4)C(=O)[C@]34CCCN24)c1	-1%	-7%	20%	1.0%	-6%	8%	1.0%	0.1%	8%
CC(=O)c1ccc(NC(=O)c2cc(=O)[nH]c3ccccc23)cc1	9%	6%	7%	-1.6%	-5%	12%	-1.0%	0.8%	8%
CN(CCO)c1nc(NCc2ccccc2)c2cnn(C)c2n1	-4%	-6%	1%	-1.2%	1%	7%	0.2%	0.2%	1%
CC(C)OC(=O)CCNc1n[nH]c(=O)[nH]c1=O	4%	-2%	7%	1.9%	-16%	7%	-0.5%	0.9%	2%
CCOC(=O)c1c(NC(=O)COC(=O)Cn2cnc3ccccc32)sc(C)c1C	11%	2%	5%	15%	-3%	-3%	-0.1%	0.3%	13%
Cc1ccc2c(=O)cc(C(=O)NCCc3ccc(S(N)(=O)=O)cc3)oc2c1C	0%	-4%	-6%	0.7%	2%	5%	2.1%	0.0%	12%
CCCNC(=O)COC(=O)c1cc(C)nc2ccccc12	-2%	-8%	-9%	2.9%	2%	2%	-0.9%	2.5%	-6%

Assay outcomes deposited in PubChem BioAssay by several laboratories.
